Salmonella PhoP GFP = Inhibition of PhoP regulon, Salmonella typhi GFP reporter cells, confirmation, 4 h (AID 1850); Salmonella Typhi PhoP-promoter GFP reporter, fluorescence, 4 h; higher % means a stronger effect; inhibition, % at 50 µM, or IC50 in µM where a hit was titrated; 310,000 tested, 0.33% active; in the data active = a potency from the dose series; inconclusive = inhibition mostly from about 25% at the one dose, without a potency; inactive = the rest, 99 in 100 with inhibition below about 19%;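 note: 0% = induced wells with vehicle and 100% = uninduced wells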
influenza NS1A = NS1A inhibition, H1N1 influenza, cell based functional assay (AID 504329). one-dose inhibition, % at 12.5 µM; IC50 in µM for titrated hits. NS1A functional cell-based assay, percent inhibition; higher % means a stronger effect. 340,000 tested, 0.3% active; in the data active = a potency from the dose series; inconclusive = inhibition above about 27% without an active follow-up result; note: strong numbers were not always called active
inhibitors of VEEV = inhibitors of VEEV TC-83 cytopathic effect, confirmation, Vero cells (AID 588727); Vero cells, VEEV TC-83 cytopathic effect inhibition; higher % means a stronger effect; 350,000 tested, 0.13% active; one-dose inhibition, % at 20 µM; IC50 in µM for titrated hits; in the data active = a potency from the dose series; inconclusive = inhibition mostly from about 14% at the one dose, without a potency; inactive = the rest, 99 in 100 with inhibition below about 12%; note: strong numbers were not always called active
tuberculosis growth = growth inhibition of non-replicating M. tuberculosis (AID 488890); Mycobacterium tuberculosis non-replicating, growth inhibition; higher % means a stronger effect; one-dose inhibition, % at 25 µM; IC50 in µM for titrated hits; 320,000 tested, 0.39% active; in the data active = a potency from the dose series; inconclusive = inhibition mostly from about 82% at the one dose, without a potency; inactive = the rest, 99 in 100 with inhibition below about 76%;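 note: plate controls were DMSO cells for no effect and high antibiotic wells for full effect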
M. tuberculosis HTS = M. tuberculosis growth inhibition, HTS (AID 449762). M. tuberculosis H37Rv growth inhibition, 7H9 media; higher % means a stronger effect. 330,000 tested, 0.59% active. one-dose inhibition, % at 25 µM; IC50 in µM for titrated hits; in the data active = a potency from the dose series; inconclusive = inhibition above about 70% without an active follow-up result;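 note: bacterial growth assessed after seven days of incubation; strong numbers were not always called active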
inhibitors of VEEV 10K pilot screen = recorded beside inhibitors of VEEV, whose call it bears; inhibition, %; measured here: 10K pilot screen inhibition
The depositor's hits bear a star; i = inactive; ? = inconclusive; / = no result given.

SMILES	Salmonella PhoP GFP	influenza NS1A	inhibitors of VEEV	tuberculosis growth	M. tuberculosis HTS	others
COCCNS(=O)(=O)c1ccc(F)c(OC)c1	8%	3%	i	-6%	-2%
O=C(CC1SC(=O)N(c2ccccc2)C1=O)Nc1ccc(Br)cc1 (centres undefined)	-8%	/	0.3%	4%	-2%
COc1ccc(C(=O)NC(=S)Nc2ccc3oc(=O)ccc3c2)cc1OC	6%	-2%	1.6%	27%	-2%
COC(=O)C1(C(=O)OC)NOC2C(=O)N(c3ccc(Cl)cc3Cl)C(=O)C21 (centres undefined)	-7%	6%	i	-14%	1%	inhibitors of VEEV 10K pilot screen=0.5
CCCCS(=O)(=O)NC1=NCN(Cc2ccco2)CN1	-17%	11%	2.7%	16%	0%
CN(Cc1ccccc1)C(=O)C1CCCN(Cc2ccc(Cl)cc2)C1 (centres undefined)	3%	-15%	i	45%	-4%
CCN(CC)CCOC(=O)c1ccc(NC(=O)CCNC(=O)Cn2ccc3ccccc3c2=O)cc1	0%	2%	2.7%	-2%	-10%
O=C(Cn1nc([N+](=O)[O-])nc1Br)NC1CCCCC1	0%	3%	i	-9%	-1%
Cc1cccc(NC(=O)c2cn(-c3ccccc3)nc2-c2ccccc2)c1	-5%	14%	1.8%	-5%	-1%
CN(C)CCN(C(=O)c1ccc(C(=O)c2ccccc2)cc1)c1nc2cc3c(cc2s1)OCCO3	5%	2%	1.9%	11%	5%
COc1ccc(C(=O)C2CC2c2ccc3c(c2)OCO3)cc1 (centres undefined)	6%	2%	2.3%	72%	19%
Cc1c(C#N)c(O)n(CCO)c(=O)c1N=Nc1ccc(S(N)(=O)=O)cc1	-35%	-8%	1.0%	-9%	0%
O=c1[nH]c2c(c(=O)[nH]1)CCCCCC2	/	-5%	0.7%	/	/
COc1cccc(C(=O)CC(C(=O)O)c2ccc(Cl)cc2)c1 (centres undefined)	7%	2%	0.6%	-2%	-1%
O=C(CN1C(=O)COc2ccccc2C1=O)c1ccc2c(c1)OCCO2	-5%	3%	0.1%	-7%	5%
Cc1ccc2ncc(NC(=O)c3ccc(F)cc3)c(=O)n2c1	7%	7%	1.1%	-11%	-7%
COCc1cccc(NC(=O)Cc2cccc3ccccc23)c1	-10%	3%	1.1%	0%	-2%
O=C(CNS(=O)(=O)c1ccc(Br)s1)NCc1ccc2c(c1)OCO2	-3%	3%	0.1%	11%	-7%
O=C(NCc1ccc2c(c1)OCO2)C1CCN(c2nccc(C(F)(F)F)n2)CC1	7%	-1%	0.5%	-6%	4%
CCN(CC(=O)Nc1ccc2c(c1)OCCO2)C(=O)C1CC(=O)N(c2ccc(OC)cc2OC)C1 (centres undefined)	7%	-10%	2.2%	3%	-2%
COc1cc(NC(=O)Cc2ccccc2OC)cc(OC)c1	-5%	-3%	2.1%	-5%	-8%
Cc1ccc(C)n1-c1ccc(C(=O)NN=C2CCCC2)cc1	3%	0%	1.1%	13%	-12%
CCCOc1ccc(C(=O)Nc2c[nH]c(=O)[nH]c2=O)cc1	3%	-4%	0.1%	-8%	6%
COc1ccc(/C=C2/SC(=O)N(CCCCCC(=O)Nc3ccccc3C(=O)O)C2=S)cc1	-1%	14%	9.6%	?	6%
CCN(CC)S(=O)(=O)c1ccc(NC(=O)c2ccc(OCC3CCCO3)cc2)cc1 (centres undefined)	/	11%	6.0%	42%	?
COCCSc1ccccc1C(=O)Nc1nccs1	-4%	-10%	0.8%	7%	2%
O=C(O)c1ccc(NC(=O)C2(c3ccccc3)CCCC2)cc1	7%	14%	i	5%	-2%
Cc1cnn(-c2cc(N/N=C/c3ccccc3F)ncn2)c1	-3%	-2%	i	6%	-3%
CCOc1cc(NC(=S)NCC(C)C)c(OCC)cc1NC(=O)c1cccs1	11%	-2%	0.2%	18%	-6%
Cc1ccc(-c2csc(N3CCN(c4cc5c(cc4Cl)nc(C)n5CCN4CCCCC4)CC3)n2)cc1	4%	19%	1.1%	70%	?
COCC(C)n1c(C)cc(C(=O)COC(=O)c2oc3ccccc3c2C)c1C (centres undefined)	3%	24%	i	30%	1%
N#Cc1ccc(C(=O)Nc2nnc(-c3cccs3)o2)cc1	21%	-8%	8.9%	/	?
N#C/C(=C\Nc1ccccc1SC(F)(F)F)c1nc(-c2ccc(F)cc2)cs1	-9%	5%	i	5%	7%
COc1ccc(-c2cc(C(=O)N3CCN(c4ccccc4OC)CC3)no2)cc1OC	4%	-9%	8.3%	28%	1%
CN1CCc2cc3c(c4c2[C@H]1[C@H](O)c1ccccc1-4)OCO3	4%	6%	0.7%	?	?
COc1ccc(C)cc1NC(=O)NC1CCN(Cc2ccccc2)CC1	-2%	8%	3.0%	18%	?
CCCC[C@@H]1C=C(C(=O)O)[C@H](c2ccc(CC)cc2)N1S(=O)(=O)c1ccc(C)cc1	/	7%	0.9%	65%	6%
c1cnc(Oc2ccc(-c3nnco3)cc2)cn1	-13%	12%	0.9%	-4%	-9%
CNC(=S)NCc1ccc(OC)cc1	4%	-5%	1.4%	-10%	-1%
O=C(CN1C(=O)/C(=C/c2ccc(C(F)(F)F)cc2)Sc2ccccc21)NCCCN1CCOCC1	9%	7%	12%	49%	42%
CCN1CCOC(CC(=O)Nc2cccc([N+](=O)[O-])c2)C1=O (centres undefined)	6%	/	5.7%	-5%	0%
CCCN1CCN(CCNC(=O)Nc2cc(C)ccc2C)CC1	-3%	-2%	1.4%	-9%	-15%
C[C@@H]1CN([C@H](C)CO)C(=O)c2cc(NC(=O)Nc3cccc4ccccc34)ccc2O[C@H]1CN(C)Cc1ccc(C(F)(F)F)cc1	/	4%	i	16%	-2%
COc1ccccc1N(CC(=O)NCC1CCCO1)C(=O)CCC(=O)Nc1cc(C)on1 (centres undefined)	6%	5%	0.7%	-14%	1%
CCC(C)Sc1cccc(-c2nc3ccc(C)cn3c2NC2CCCCC2)c1 (centres undefined)	-3%	-7%	i	22%	4%	inhibitors of VEEV 10K pilot screen=2.1
COc1ccc(C(CC(=O)O)NS(=O)(=O)c2ccc(C)cc2)cc1OC (centres undefined)	-1%	0%	0.2%	-7%	-3%
COC(=O)c1ccc(OCC(=O)Nc2nn(-c3ccccc3)nc2C(N)=O)cc1	-2%	8%	0.8%	4%	15%
O=C(O)CCCNC(=O)c1cncc(O)c1	-14%	-4%	0.9%	7%	0%
Cn1c(SCC(=O)Nc2nccs2)nnc1-c1cccnc1	/	6%	i	-11%	2%
O=S(=O)(Nc1ccccn1)c1ccc(Oc2ccccc2)cc1	-1%	8%	6.2%	13%	-8%
Cc1ccccc1C(=O)N(C)Cc1ccccc1	-8%	12%	2.1%	22%	-3%
CNC(=O)C1CC(=O)N(c2ccc(OCC(=O)Nc3ccccc3C)cc2)C1 (centres undefined)	/	-9%	6.5%	/	/
Cc1cccc(-c2ncc(CN3CCN(CCC(C)C)C(CCO)C3)cn2)c1 (centres undefined)	-5%	0%	1.4%	26%	-6%
COc1ccccc1C(=O)Nc1nnc(SCC(=O)NCC2CCCO2)s1 (centres undefined)	-4%	-9%	11%	36%	-4%
N=c1oc2cc(O)ccc2cc1C(=O)Nc1nc2ccccc2s1	-12%	-2%	1.8%	36%	-7%
CN(C)[C@@H]1CCC[C@H]1OC(=O)C(c1ccccc1)c1ccccc1	4%	7%	1.2%	-16%	-12%
CCN(CC)C(=O)c1cn(-c2cccc(OC)c2)c(=O)c2ccccc12	-1%	-5%	i	11%	1%
O=C(COC(=O)c1c(F)cccc1F)Nc1ccccc1OC(F)F	9%	2%	1.2%	46%	-4%
CCc1c(C#N)c(SCCC(=O)Nc2ccc(F)cc2)nc2c1C(=O)CC(C)(C)C2	2%	-13%	6.4%	20%	-1%
O=S(=O)(c1cccs1)N1CCN(c2ccc(Cl)cc2)CC1	-7%	-7%	0.9%	-4%	0%

Gathered by group, the entries above containing a furan ring, fused or not (2)
SMILES	Salmonella PhoP GFP	influenza NS1A	inhibitors of VEEV	tuberculosis growth	M. tuberculosis HTS	others
CCCCS(=O)(=O)NC1=NCN(Cc2ccco2)CN1	-17%	11%	2.7%	16%	0%
COCC(C)n1c(C)cc(C(=O)COC(=O)c2oc3ccccc3c2C)c1C (centres undefined)	3%	24%	i	30%	1%

Next part.
SMILES	Salmonella PhoP GFP	influenza NS1A	inhibitors of VEEV	tuberculosis growth	M. tuberculosis HTS	others
CCn1c(C)nc2cc(C(=O)NNC(=S)Nc3ccccc3)ccc21	4%	3%	5.5%	-13%	42%
O=C(N/N=C/c1sc2ccccc2c1O)c1cccc2ccccc12	70µM*	13%	8.5%	?	-2%
NS(=O)(=O)c1ccc(NC(=S)N2CCc3ccccc32)cc1	9%	13%	i	24%	6%
Cc1ccc(S(=O)(=O)N2CCCN(C(C)c3nc4ccccc4c(=O)[nH]3)CC2)cc1 (centres undefined)	/	-1%	i	22%	0%
COc1ccc(C)cc1NC(=O)C1CCCN(S(=O)(=O)c2ccc3[nH]c(=O)ccc3c2)C1 (centres undefined)	-9%	-14%	1.3%	-7%	-9%
COc1ccc(/C=C/C(=O)NC(=S)Nc2ccc(S(=O)(=O)Nc3cc(C)on3)cc2)cc1	-4%	5%	2.2%	59%	1%
CCn1c(C)nc2cc(C(=O)NNC(=S)Nc3ccccc3OC)ccc21	5%	/	/	-4%	0%
CCOC(=O)c1sc(=S)n(-c2ccc3c(c2)OCO3)c1N	-13%	-17%	i	2%	1%
COC(=O)C[C@]1(C(=O)OC)CN(C#N)N(c2ccc(Cl)cc2)C12c1ccccc1-c1ccccc12	1%	26%	i	78%	62%
O=C(CNC(=O)c1ccco1)NCCCc1ccccc1	-8%	1%	4.5%	-4%	4%
CCOc1ccc(NS(=O)(=O)c2ccc3[nH]cc(C(=O)NC(C)CC)c(=O)c3c2)cc1 (centres undefined)	17%	22%	1.4%	/	-8%	inhibitors of VEEV 10K pilot screen=3.6
CCOCCCNS(=O)(=O)c1ccc(NC(=O)Cc2c(F)cccc2Cl)cc1	-12%	-6%	0.7%	-7%	-8%
CC(CSc1n[nH]c(=S)s1)c1ccccc1 (centres undefined)	/	1%	1.6%	/	/
Cc1ccc(Sc2ccc(NC(=O)CCN3C(=O)NC4(CCCC4)C3=O)cc2)c(C)c1	/	-11%	3.6%	53%	58%
CCN(CC)C(=O)Cn1nc(-c2ccncc2)nc1SCC(=O)Nc1ccc(OC)cc1	-5%	4%	1.1%	-6%	-1%
Cc1nn(CC(O)COc2ccc3c(c2)CCC3)c(C)c1Br (centres undefined)	-17%	4%	2.7%	53%	22%

Structures from the list above that have two or more sulfur atoms:
SMILES	Salmonella PhoP GFP	influenza NS1A	inhibitors of VEEV	tuberculosis growth	M. tuberculosis HTS	others
O=C(CNS(=O)(=O)c1ccc(Br)s1)NCc1ccc2c(c1)OCO2	-3%	3%	0.1%	11%	-7%
COc1ccc(/C=C2/SC(=O)N(CCCCCC(=O)Nc3ccccc3C(=O)O)C2=S)cc1	-1%	14%	9.6%	?	6%
COCCSc1ccccc1C(=O)Nc1nccs1	-4%	-10%	0.8%	7%	2%
CCOc1cc(NC(=S)NCC(C)C)c(OCC)cc1NC(=O)c1cccs1	11%	-2%	0.2%	18%	-6%
N#C/C(=C\Nc1ccccc1SC(F)(F)F)c1nc(-c2ccc(F)cc2)cs1	-9%	5%	i	5%	7%
Cn1c(SCC(=O)Nc2nccs2)nnc1-c1cccnc1	/	6%	i	-11%	2%
COc1ccccc1C(=O)Nc1nnc(SCC(=O)NCC2CCCO2)s1 (centres undefined)	-4%	-9%	11%	36%	-4%
O=S(=O)(c1cccs1)N1CCN(c2ccc(Cl)cc2)CC1	-7%	-7%	0.9%	-4%	0%
NS(=O)(=O)c1ccc(NC(=S)N2CCc3ccccc32)cc1	9%	13%	i	24%	6%
COc1ccc(/C=C/C(=O)NC(=S)Nc2ccc(S(=O)(=O)Nc3cc(C)on3)cc2)cc1	-4%	5%	2.2%	59%	1%
CCOC(=O)c1sc(=S)n(-c2ccc3c(c2)OCO3)c1N	-13%	-17%	i	2%	1%
CC(CSc1n[nH]c(=S)s1)c1ccccc1 (centres undefined)	/	1%	1.6%	/	/

Compound activity deposited in PubChem by Southern Research Specialized Biocontainment Screening Center.
